mouse EphA4 binding: EphA4 ligand-binding antagonists – biochemical, colorimetric, mouse EphA4, primary screen (AID 689); 62,000 compounds, 0.1% hits; inhibition, % at 10 µM, or IC50 in µM where a hit was titrated; EphA4-AP binding to KYL peptide, pNPP A405; higher % means a stronger effect; in the data active = a potency from the dose series; inactive = the rest, 99 in 100 with inhibition below about 22%
* marks the source's active call; other numbers are inactive results. A portion of the library; rates above refer to the full screens.

SMILES	mouse EphA4 binding
CC(=O)Nc1cc(C(=O)N2CCCC2)ccc1S(=O)(=O)c1ccc(Cl)cc1	-13%
CC(C)(C)N1CC2(c3ccccc3)CN(C(C)(C)C)CC(c3ccccc3)(C1)C2=O	-11%
CC(C)(C)c1ccc(C(=O)CCCSC2=C(C#N)C(c3ccco3)C3=C(CCCC3=O)N2)cc1 (stereo unspecified)	14%
CC(=O)Nc1nc(SCc2ccc(Cl)cc2Cl)n[nH]1	4%
COc1ccccc1N1CCN(C(=O)c2cc3n(n2)C(C(F)(F)F)CC(c2ccco2)N3)CC1 (stereo unspecified)	-20%
N=c1n(CC(=O)O)c2ccccc2n1Cc1ccccc1Cl	-15%
C=CCN(c1ccccc1)S(=O)(=O)c1ccc2c(c1)oc(=O)n2C	-2%
CCc1nnc(NC(=O)CSc2nnc(COc3cccc(C)c3)o2)s1	0%
C=CCOc1ccc(/C(CC)=N/O)cc1OC	18%
Cc1ccccc1OCCNC(=S)Nc1ccccc1	-8%
COc1ccc(C2C(C#N)=C(N)Oc3n[nH]c(C)c32)cc1Cn1cc([N+](=O)[O-])cn1 (stereo unspecified)	4%
CC(C)Cc1cc(C(=O)O)c2ccccc2n1	-6%
COc1ccc(C)cc1NC(=O)CN(c1ccc(F)cc1)S(C)(=O)=O	-8%
CN(Cc1ccccc1)C(=O)CCNC(=O)Cn1cnc2ccccc2c1=O	0%
CCC(C)NC(=O)CSc1nc2c(sc3ccccc32)c(=O)n1CCCN1CCOCC1 (stereo unspecified)	0%
COc1ccc2c(C(=O)CN3CCN(c4ccccc4)CC3)c[nH]c2c1	-6%
COc1ccc(-c2nc3ccccc3[nH]2)cc1	-12%
COc1ccc(C2/C(=C(/O)c3ccc4c(c3)CC(C)O4)C(=O)C(=O)N2CCN2CCOCC2)cc1 (stereo unspecified)	-16%
O=C(COc1cnc2ccccc2n1)NCCC1=CCCCC1	-7%
C=CCc1ccc(OCCOCCNCCOC)c(OC)c1	-14%
O=C(c1ccc(CS(=O)(=O)c2ccccc2)o1)N1CCN(c2ncccn2)CC1	-4%
Cc1c(CN(C)CCc2ccccc2)c(=O)n(-c2ccccc2)n1C	-5%
Cc1cccc(C(=O)N2CCN(c3ccc([N+](=O)[O-])c(N4CCOCC4)c3)CC2)c1	-5%
CC(C)CNC(=O)CC(c1ccccc1)c1c(O)ccc2ccccc12 (stereo unspecified)	-10%
Clc1ccc(CSc2nnc(-c3ccccn3)n2Cc2ccco2)c(Cl)c1	4%
CC(NC(=O)CSc1nnc(CC(=O)Nc2ccc(Cl)c(Cl)c2)n1C)c1ccccc1 (stereo unspecified)	4%
CCc1cc(C(c2cccc(OC)c2)N2CCOCC2)c(NC(=O)c2ccccc2)s1 (stereo unspecified)	7%
Cc1cnn(CCC(=O)NNC(=S)Nc2cccc(Cl)c2)c1	-16%
O=[N+]([O-])c1cc(S(=O)(=O)C(F)(F)F)ccc1Sc1nc2ccccc2s1	-4%
CS(=O)(=O)c1nc(-c2ccco2)cc(C(F)(F)F)n1	-12%

Brought forward from above: 6 entries; new compounds follow.
SMILES	mouse EphA4 binding
Clc1ccc(CSc2nnc(-c3ccccn3)n2Cc2ccco2)c(Cl)c1	4%
CC(NC(=O)CSc1nnc(CC(=O)Nc2ccc(Cl)c(Cl)c2)n1C)c1ccccc1 (stereo unspecified)	4%
CCc1cc(C(c2cccc(OC)c2)N2CCOCC2)c(NC(=O)c2ccccc2)s1 (stereo unspecified)	7%
Cc1cnn(CCC(=O)NNC(=S)Nc2cccc(Cl)c2)c1	-16%
O=[N+]([O-])c1cc(S(=O)(=O)C(F)(F)F)ccc1Sc1nc2ccccc2s1	-4%
CS(=O)(=O)c1nc(-c2ccco2)cc(C(F)(F)F)n1	-12%
CC1CCN(CC(O)COc2cccc(F)c2)CC1 (stereo unspecified)	-6%
Cc1cc(C)c(S(=O)(=O)Nc2ccc(C(N)=O)cc2)c(C)c1	15%
CCn1c(=O)cc(OCC(=O)N2CCN(c3cccc(C(F)(F)F)c3)CC2)c2ccccc21	-5%
CCn1c(=N)n(CC(=O)c2cccc(OC)c2)c2ccccc21	-1%
CCN(CC)S(=O)(=O)c1ccc(Cl)c(C(=O)NCC2CCCO2)c1 (stereo unspecified)	-4%
COc1ccc(N2CSC3=C(C#N)C(c4cccs4)CC(=O)N3C2)cc1 (stereo unspecified)	16%
Cc1c(Cl)c(=O)oc2cc(OCc3ccc(Cl)cc3)ccc12	0%
CCCN(CCO)Cc1ccc2ccccc2c1	1%
CCCCCOC(=O)c1ccccc1C(=O)O	3%
CCCCN(CC)Cc1ccc(CNC(=O)Nc2ccc(OC)cc2OC)o1	-11%
COc1ccc(/C=N/n2cnc3c([nH]c4ccc(Br)cc43)c2=O)cc1CN1CCOCC1	-5%
COC(=O)c1ccc(CSc2nnc(Nc3ccccc3OC)s2)o1	8%
O=C(Nc1ccc(Cl)c(Cl)c1)Nc1ccccc1C(=O)O	7%
COc1ccc(C(=O)Nc2ncc3c(n2)CC(c2ccco2)CC3=O)cc1 (stereo unspecified)	-3%
N#CC1=C2SCC(O)(c3ccccc3)N2C(=O)CC1c1cccs1 (stereo unspecified)	24%
CCCCn1c(NCc2ccccn2)nc2ccccc21	3%
C=CCN1CCN(C(c2ccccc2)c2nnnn2CCC(C)C)CC1 (stereo unspecified)	-6%
COc1ccc(-c2[nH]c(-c3ccc(C(=O)O)cc3)nc2-c2ccccc2)cc1	-6%
CSC(=NC1CCCCC1)NS(=O)(=O)c1ccccc1	-6%
CCc1cc2c(=O)c(-c3nc4ccccc4n3C)c(C)oc2c(CN2CCN(C)CC2)c1O	-21%
Cc1ccc(S(=O)(=O)N[C@@H](CC(C)C)C(=O)NCc2ccco2)cc1	-21%
CCOc1ccc(NC(=O)c2cc3cc4ccc(OC)cc4nc3o2)cc1	-16%
Cc1cccc(OCC(O)Cn2c(=N)n(CCN3CCCCC3)c3ccccc32)c1 (stereo unspecified)	-14%
Cc1ccc(OCC(=O)Nc2cc([N+](=O)[O-])ccc2Cl)cc1	-2%
CCC(C)C(NC(=O)[C@@H](NC(=O)c1ccccc1F)C(C)C)C(=O)OC (stereo partly specified)	-18%
Cc1ccccc1Cn1c(-c2nonc2N)nc2ccccc21	0%
O=C(NCc1cccnc1)c1cccc(F)c1	0%
CN(CC(=O)NC1CCCCC1)S(=O)(=O)c1cccc2cccnc12	-17%
CN1C(=O)c2ccccc2Sc2ccc(NC(=O)NC3CC3)cc21	-14%
CCOc1ccc(NC(=O)C2CC(=O)N(C)C(=Nc3ccc4c(c3)OCO4)S2)cc1 (stereo unspecified)	2%
Cc1ccc(-c2nc(SCC(N)=O)c(C#N)c3c2CCCC3)cc1	-1%
O=C(N1CCN(C(=O)C23CC4CCC(CC(C4)C2)C3)CC1)C12CCC3CC(CC(C3)C1)C2	-11%
CC(=O)NCCn1c(SCC(=O)c2ccccc2)nc2ccccc2c1=O	1%
Cn1c(=O)c2c(nc(SCc3cccnc3)n2Cc2ccccc2)n(C)c1=O	-3%
CSc1cnn(-c2ccccc2)c(=O)c1SC	2%
CC1CCc2c(sc3nc(SCC(=O)NCc4ccco4)nc(N)c23)C1 (stereo unspecified)	5%
CCC(C)c1ccc(OCCCCN2CCOCC2)cc1 (stereo unspecified)	-35%
Cc1nc2cc(NC(=O)COc3ccc(C#N)cc3)ccc2n1-c1ccccc1	5%
O=C(CCn1c(=O)oc2ccccc21)Nc1nccs1	0%
Cc1ccc(C(=O)Oc2cccc(NC(=O)c3cccs3)c2)cc1S(=O)(=O)N1CCOCC1	-11%
CCOc1ccc2nc(NC(=O)C(CCSC)NS(=O)(=O)c3cccs3)sc2c1 (stereo unspecified)	-6%
O=C1CC(c2ccccc2)CC2=C1C(c1cc([N+](=O)[O-])ccc1Cl)Nc1ccccc1N2 (stereo unspecified)	-2%
O=C1CCN(S(=O)(=O)c2ccc(Cl)cc2)N1	-1%
Oc1ccc(Br)cc1CN1CCN(C2CCN(Cc3ccccc3)CC2)CC1	-4%
COc1ccc(N=C2SC(C(N)=O)CC(=O)N2CCc2ccc(OC)c(OC)c2)cc1 (stereo unspecified)	-3%
CC1CCN(c2cc(N3CCOCC3)c([N+](=O)[O-])cc2F)CC1	17%
CCOC(=O)CC1=NC(=O)CS1	-19%
Cc1ccc2c(c1)nnn2C1CCN(CC(=O)NCCc2nc3ccccc3[nH]2)CC1	-4%
C/C(Cl)=C/Cn1c(NCCCn2ccnc2)nc2c1c(=O)[nH]c(=O)n2C	-11%
COc1ccc(Cn2nnnc2C(c2ccccc2)N2CCN(C3CCCC3)CC2)cc1 (stereo unspecified)	-1%
CC(C)N1C(=O)C2C(C(=O)NCc3ccccc3)C3C=CC2(O3)C1C(=O)NC(C)(C)C (stereo unspecified)	1%
Cc1ccc(CCN2CC(C(=O)NCCCOC(C)C)CC2=O)cc1 (stereo unspecified)	-6%
O=C1C2Sc3[nH]c(=O)sc3C(c3ccccc3)C2C(=O)N1c1ccc(Cl)cc1 (stereo unspecified)	-4%
Cc1cccn2c(=O)c(C=Nc3c(C)n(C)n(-c4ccccc4)c3=O)c(N3CCCC3)nc12	2%
CCC(C)(C)n1nnnc1CN1CCC(c2nc3ccc(C)cc3[nH]2)CC1	-8%
CCn1nc(C(=O)N2CCc3ccccc3C2)c2ccccc2c1=O	-6%
O=C(Nc1ccc(Cl)cc1)NC1CCCCC1Cc1ccco1 (stereo unspecified)	-3%
CCCn1c(/N=C/c2cc(OC)ccc2O)nc2ccccc21	8%
OCCCN1c2ccccc2Nc2nnc(-c3ccccc3)cc21	8%
O=C(C1CCC(CNS(=O)(=O)c2cccc3nsnc23)CC1)N1CC=C(c2ccccc2)CC1 (stereo unspecified)	8%

Nothing new here: entries from further up.
SMILES	mouse EphA4 binding
CCCn1c(/N=C/c2cc(OC)ccc2O)nc2ccccc21	8%
OCCCN1c2ccccc2Nc2nnc(-c3ccccc3)cc21	8%
O=C(C1CCC(CNS(=O)(=O)c2cccc3nsnc23)CC1)N1CC=C(c2ccccc2)CC1 (stereo unspecified)	8%

(cont.)
SMILES	mouse EphA4 binding
COc1ccc(OC)c(/C=N/N(C)c2ccccc2)c1	35%
CCOC(=O)N1CCN(C(=O)Cc2ccc(-n3c(=S)[nH]c4ccccc4c3=O)cc2)CC1	-3%
CCOC(=O)N1CCN(C(=O)C2CCCN(S(C)(=O)=O)C2)CC1 (stereo unspecified)	-6%
CC(/C=C/c1ccccc1)=N\NC(N)=S	7%
Nc1ccc2nc(-c3ccc(Cl)cc3)[nH]c2c1	-2%
Cc1ccc(OCC(=O)Nc2ccccc2[N+](=O)[O-])c(C)c1	10%
COc1cccc(C=NCCNC(=O)c2nonc2N)c1O	-3%
COC(=O)CN1C(=O)/C(=C/c2ccccn2)SC1=S	4%
Cc1nn(CC(=O)N(C)C)c(=O)c2ccccc12	0%
Cc1ccc2cc(CN(C(=O)C3CCCO3)C3CCCCC3)c(=O)[nH]c2c1 (stereo unspecified)	-1%
C=CCn1c(SCc2cc(=O)n3ccsc3n2)nc2scc(C3CC3)c2c1=O	10%
COc1ccc(/C=C2\SC(N3CCN(C(=O)CCCN4C(=O)/C(=C/c5cccs5)SC4=S)CC3)=NC2=O)cc1	2%
Nc1nnnn1/N=C/c1ccccc1C(F)(F)F	-10%
Cc1ccccc1N1CCN(C(=S)c2ccccc2)CC1	6%
Cc1nnc2n1N=CC=C(C(C)(C)C)S2	-6%

The last two compounds of the part before come first, to join the parts:
SMILES	mouse EphA4 binding
Cc1ccccc1N1CCN(C(=S)c2ccccc2)CC1	6%
Cc1nnc2n1N=CC=C(C(C)(C)C)S2	-6%
Cn1c(=O)n(CCOc2ccc(Br)cc2)c2ccccc21	-1%
CCOC(=O)c1cnc2c(C#N)c(C)nn2c1C	-4%
CCN1CCN(CC(O)COCc2ccccc2)CC1 (stereo unspecified)	-11%
Cc1ccc(NC(=O)C2CCCN2S(=O)(=O)c2ccc(C)cc2)cc1 (stereo unspecified)	-2%
O=S(=O)(NC1CCCCC1)c1ccc(S(=O)(=O)N2CCN3CCCC3C2)cc1 (stereo unspecified)	0%
CCN(CC)c1ccc(NC(=O)c2cccnc2)c(C)c1	-12%
O=C(OCc1ccccn1)c1ccc(COc2ccccc2Cl)o1	-8%
COc1ccc(-c2nnnn2C)cc1S(=O)(=O)Nc1ccc(Br)cc1	-14%
Cn1c(NCC(O)CO)nc2c1c(=O)n(Cc1ccc(Cl)c(Cl)c1)c(=O)n2C (stereo unspecified)	-18%
Cn1c(-c2ccccc2)cnc1N	-12%
CCCCNC(=O)c1onc(CSc2ccc(OC)cc2)c1C(=O)O	-3%
COc1ccc(-n2nnnc2SC(C)C(N)=O)cc1 (stereo unspecified)	8%
Cc1ccc(NC(=O)CN2CCC3(O)CCCCC3C2c2ccc3c(c2)OCO3)c(C)c1 (stereo unspecified)	-1%
Cn1ccnc1/C=C(/OC(=O)c1ccccc1)c1ccccc1	0%
CC(C)(C)C(=O)NC1=NCCS1	-16%
CC1(C)Cc2c(ccc3ccccc23)-c2nnc(-c3cccnc3)n21	0%
Cn1nc(-c2ccc(Br)cc2)cc1N	-2%
N#CC(c1ccc(F)cc1)c1ccc(C(=O)c2ccc(F)cc2)cc1 (stereo unspecified)	3%
CS(=O)(=O)N1CCCC(C(=O)N2CCc3ccccc3C2)C1 (stereo unspecified)	7%
Oc1ccc(/C=N/Nc2cc(N3CCCC3)nc(N3CCCC3)n2)cc1	-3%
COc1ccc(OC)c(C(C(=O)NCc2ccco2)N(C(=O)Cn2nnc3ccccc32)C2CC2)c1 (stereo unspecified)	-4%
O=C(O)C(Cc1ccccc1)N1C(=O)/C(=C/c2ccc(Br)cc2)SC1=S (stereo unspecified)	-7%

Single values from the list:
Value of O=C(c1ccc(CS(=O)(=O)c2ccccc2)o1)N1CCN(c2ncccn2)CC1 under mouse EphA4 binding: -4%
Value of N=c1n(CC(=O)O)c2ccccc2n1Cc1ccccc1Cl under mouse EphA4 binding: -15%
Value of Cn1c(=O)n(CCOc2ccc(Br)cc2)c2ccccc21 under mouse EphA4 binding: -1%
Value of CCc1nnc(NC(=O)CSc2nnc(COc3cccc(C)c3)o2)s1 under mouse EphA4 binding: 0%
Value of COc1ccc(/C=C2\SC(N3CCN(C(=O)CCCN4C(=O)/C(=C/c5cccs5)SC4=S)CC3)=NC2=O)cc1 under mouse EphA4 binding: 2%
